Assay outcomes: PubChem, National Center for Advancing Translational Sciences (NCATS)
D2 potentiator: HTS Assay for Positive Allosteric Modulators of the Human D2 Dopamine Receptor: Primary Screen for Potentiators; HEK293 T-REx D2, calcium flux, EC20 dopamine potentiation; D(2) dopamine receptor (Homo sapiens), P14416; potentiation, % at 10 µM; 0.34% of 340,000 active;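 active = potentiation over 3 SD above the plate norm, cut at about 30% in these data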; also: 0% is about no effect
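Tetracycline-induced Hek293 Trex D2 cells, force-coupled to calcium, loaded with no-wash calcium dye. Compound added with 180 s kinetic read for agonism, then EC20 dopamine and a further 180 s read for potentiation.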
D1 ag: Allosteric Agonists of the Human D1 Dopamine Receptor: qHTS. AID 504660, 2011. activation, % at 2 µM. 1% of 360,000 active. HEK293 T-REx D1 cells, calcium flux, agonist mode. D(1A) dopamine receptor (Homo sapiens), P21728; in the data active = activation above about 30%; also: 0% is about no effect
Target sequence (P21728 whole entry, looked up): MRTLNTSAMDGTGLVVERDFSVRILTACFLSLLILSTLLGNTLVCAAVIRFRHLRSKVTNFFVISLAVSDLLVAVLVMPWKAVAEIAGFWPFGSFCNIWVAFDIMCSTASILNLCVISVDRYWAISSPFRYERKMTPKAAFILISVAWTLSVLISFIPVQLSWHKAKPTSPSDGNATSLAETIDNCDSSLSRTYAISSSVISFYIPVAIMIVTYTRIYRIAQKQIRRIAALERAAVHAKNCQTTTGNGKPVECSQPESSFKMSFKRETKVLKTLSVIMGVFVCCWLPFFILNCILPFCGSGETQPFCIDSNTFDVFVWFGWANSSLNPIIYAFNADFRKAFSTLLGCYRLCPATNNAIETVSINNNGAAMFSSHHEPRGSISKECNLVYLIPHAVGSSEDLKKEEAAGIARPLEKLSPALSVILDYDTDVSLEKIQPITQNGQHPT
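Tetracycline-induced HEK293 TREx D1 cells, force-coupled to calcium signalling, were dye-loaded with a no-wash calcium kit. Compound was pin-added after a 10 s baseline. Fluorescence was read kinetically at 1 cycle/s for 180 s, with calcium rises flagged as agonism.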
Vif-APOBEC3F blk: qHTS for Inhibitors of Vif-A3F Interactions: qHTS; 0.2% of 390,000 active; Potency, µM (highest dose often 46.1 µM), for the others: top-dose activity, negative = active; HeLa A3F-eYFP + Vif (tagged APOBEC3F with the HIV-1 protein that degrades it), YFP fluorescence increase; AID 602313, 2012; also: potency is read from the fitted curve at half-maximal effect; % of control where 0% means no effect; nearly all actives have a fitted effect of over 65% in size
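Fluorescence increase (Ex 488/Em 500-530) after overnight compound treatment at 37 deg C flags inhibition of Vif-driven A3F-eYFP loss in stable HeLa A3F-eYFP/Vif cells seeded overnight beforehand.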
RXFP1 ag: qHTS Assay for Agonists of the Relaxin Receptor RXFP1; Relaxin receptor 1 (Homo sapiens), Q9HBX9; HEK293T-RXFP1 cAMP TR-FRET, 30 min; response scale: percent of porcine relaxin response, buffer zero; Potency, µM (highest dose often 57.5 µM), for inactives: top-dose activation, actives largely listed as activators; 0.3% of 370,000 active; also: potency is read from the fitted curve at half-maximal effect; % is scaled to controls: 0 for no effect and ±100 for the full control effect; nearly all actives have a fitted effect of over 60% in size; many of its hits are not listed in these tables
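Agonist response is measured as cAMP accumulation in an RXFP1-transfected HEK293T line under PDE4 inhibition. Values are scaled between buffer-only and 29 nM porcine relaxin, and EC50s come from standard Hill equation fits.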
D1 antagonist: Antagonist of Human D 1 Dopamine Receptor: qHTS; HEK293 TREx D1 cells, calcium flux, dopamine EC80; active compounds read low; activity change, negative = inhibition, % at 10 µM; 3.2% of 360,000 active; AID 504652, 2011; in the data active = activity change below about -30%; also: % is scaled to controls: 0 for no effect and ±100 for the full control effect
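Kinetic fluorescence of a calcium dye serves as the read-out. D1-expressing Hek293 Trex cells, induced overnight at 30 C, are exposed to compound for 180 s before an EC80 dopamine addition, then read 180 s further.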
Glioma ERSR ind: qHTS for Inducers of the Endoplasmic Reticulum Stress Response (ERSR) in Human Glioma: qHTS | U87-MG GRP78 promoter luciferase reporter, 16 h | Potency, µM, inactives show top-dose activation, actives largely listed as activators | 0.02% of 420,000 active; also: potency is read from the fitted curve at half-maximal effect; series mostly up to about 76 µM; % of control where 0% means no effect; nearly all actives have a fitted effect of over 35% in size
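Stably transfected U87-MG glioma cells carrying a GRP78-based luciferase sensor; 16 h compound incubation. Luminescence end-point read 10 min after Bright-Glo addition at room temperature.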
D1 potentiator: Potentiators of Human D1 Dopamine Receptor: qHTS | D(1A) dopamine receptor (Homo sapiens), P21728 | HEK293 TREx D1 cells, calcium flux, dopamine EC20 potentiation | potentiation, % at 10 µM | 0.036% of 360,000 active; in the data active = potentiation above about 30%; also: 0% is about no effect
Vif-APOBEC3G blk: qHTS for Inhibitors of Vif-A3G Interactions: qHTS. DNA dC->dU-editing enzyme APOBEC-3G (Homo sapiens), Q9HC16. HeLa A3G-eYFP + Vif (tagged APOBEC3G with the HIV-1 protein that degrades it), YFP fluorescence, overnight. Potency, µM (doses to about 46.1 µM), without a hit: at the highest dose activity, negative = active, usual class: inhibitors. 0.076% of 410,000 active. AID 602310, 2012;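 also: potency is read from the fitted curve at half-maximal effect; % is scaled to controls: 0 for no effect and ±100 for the full control effect; nearly all actives have a fitted effect of over 60% in size; hits raise eYFP signal because A3G escapes Vif-driven loss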
Target sequence (Q9HC16 whole entry, looked up): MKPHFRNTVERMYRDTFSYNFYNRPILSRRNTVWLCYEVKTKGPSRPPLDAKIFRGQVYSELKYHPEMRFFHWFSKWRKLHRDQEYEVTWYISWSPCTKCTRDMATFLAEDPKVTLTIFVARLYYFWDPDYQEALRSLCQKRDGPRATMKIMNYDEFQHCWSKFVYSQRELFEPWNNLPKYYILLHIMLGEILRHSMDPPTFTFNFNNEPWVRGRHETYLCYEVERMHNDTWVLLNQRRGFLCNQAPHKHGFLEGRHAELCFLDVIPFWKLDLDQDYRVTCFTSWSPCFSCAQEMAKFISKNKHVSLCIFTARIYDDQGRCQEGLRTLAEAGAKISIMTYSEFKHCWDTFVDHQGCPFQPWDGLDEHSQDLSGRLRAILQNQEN
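HeLa cells stably expressing Vif and C-terminally eYFP-tagged A3G, seeded overnight at 37 deg C, then exposed to compound by pintool overnight at 37 deg C. Rise in yellow fluorescence (Ex 488/Em 500-530, Acumen) marks blocked Vif-driven A3G degradation.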
LDHA inh: qHTS assay for inhibitors of human lactate dehydrogenase; activity change, % (values are at about 110 or 230 µM); 0.15% of 480,000 active; L-lactate dehydrogenase A chain (Homo sapiens), P00338; purified LDHA, NADH/diaphorase-resazurin fluorescence; active compounds read low; in the data active = activity change below about -30%; inconclusive = mostly about -25% to -30%;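 also: plate controls were DMSO wells for no effect and wells without enzyme for full effect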
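Resorufin fluorescence (ex540/em590), read at 0 and 20 min after diaphorase/resazurin addition, reports the NADH left after a 5 min room-temperature reaction of 2 nM human LDH5 with 0.06 mM NADH and 0.2 mM pyruvate.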
* marks the source's active call; other numbers are inactive results; ? = inconclusive; . = no result given; & = joins results of further samples. Unless noted, calls follow the shape of the dose curve; as a rule, active = well fitted curve in the direction sought with a large enough effect; inconclusive = small, poorly fitted or top-dose-only effect, or another doubt; inactive = no such curve, though single readings can be large; an effect the other way counts as inactive or inconclusive.

Molecule	D2 potentiator	D1 ag	Vif-APOBEC3F blk	RXFP1 ag	D1 antagonist	Glioma ERSR ind	D1 potentiator	Vif-APOBEC3G blk	LDHA inh
CCOc1cc(C(=O)N2CC(=O)Nc3ccc(F)cc3C2c2ccccc2)cc(OCC)c1OCC (configuration not stated)	-15	-1	2%	-4.9%	1	-2%	2	0%	-13
CC(C)(O)C#Cc1ccc(C(=O)NCCC(=O)O)s1	-6	2	-25%	-0.8%	8	-3%	1	13%	-5
Cc1cc(=O)[nH]c(N2CCN(C(=O)c3ccco3)CC2)n1	.	0	0%	0.0%	-2	-2%	-3	-5%	-3
O=C(c1ccco1)N1CCN(Cc2nnc(-c3ccccc3F)o2)CC1	35*	2	0%	-1.0%	-2	-1%	0	-1%	2
CCCn1ncc(C(=O)NC2CCCN(Cc3ccc(Cl)cc3)C2)c1C (configuration not stated)	-5	-1	2%	2.7%	26	-3%	-6	1%	0
COc1cc(C(C)=O)ccc1OCC(O)CN(CCO)Cc1ccccc1 (configuration not stated)	6	4	-2%	2.1%	-15	-5%	5	2%	-7
CCN(CC)CCCn1c2c(c(SCC(=O)N3CCCc4ccccc43)nc1=O)CCC2	8	3	-2%	2.9%	17	-6%	-2	0%	0
O=C(COc1ccccc1)Nc1nnc(S(=O)(=O)N2CCCC2)s1	27&-4	6&2	0%&0%	7.3%&-3.2%	-12&-11	-5%&1%	9&-2	-2%&-3%	1&6
CCOC(=O)c1ccc(NC(=O)CC2NCCNC2=O)cc1 (configuration not stated)	13&3	-1&3	-3%&-5%	-0.2%&0.0%	12&0	-1%&5%	0&-4	1%&0%	-3&1
CN(C)c1ccc(N=Nc2ccccc2C(=O)OCC(=O)Nc2ccccc2C(F)(F)F)cc1	-8	9	1%	2.8%	-18	1%	-1	?	3
COc1ccc(C2CCCN2C(=O)Nc2ccc(Cl)cc2)cc1OC (configuration not stated)	-14	22	3%	-0.2%	-30	-1%	.	-3%	2
CCCN[C@H]1CCc2nc(N)sc2C1	.	.	0%	.	.	-5%&-1%	.	-4%	-3
COc1cccc(CNC(=O)C(CCSC)NS(=O)(=O)c2ccc3c(c2)oc(=O)n3C)c1 (configuration not stated)	11	0	-9%	-0.8%	2	-5%	-17	2%	-1
COc1ccc2c(c1)/C(=C\c1cccc(/C=C3/C(=O)Nc4ccc(OC)cc43)n1)C(=O)N2	.	.	-28%	.	.	-13%	.	?	1
O=c1ccc(-c2ccc(S(=O)(=O)Nc3cccc(Br)c3)o2)n[nH]1	-4	4	-11%	6.0%	-19	-2%	-8	-14%	-3
Cn1nnc2cc(C(=O)Nc3ccccc3)ccc21	11	2	2%	26%	-4	2%	-2	-6%	1
CCCn1nc(NC(=O)C2CCCO2)c2cc3cc(C)ccc3nc21 (configuration not stated)	0	-1	6%	4.4%	.	7%	-2	-6%	4
CN(CC(=O)NCc1cccc(F)c1)C(=O)c1ccco1	7	0	-13%	0.2%	10	0%	-1	-2%	-3
COc1ccc(S(=O)(=O)N2CCOCC2)cc1NC(=O)CSc1nnc2c(n1)[nH]c1ccccc12	13	0	2%	-0.2%	7	-4%	-1	0%	-3
O=C(Cn1[nH]c(=O)c2ccccc2c1=O)NNC(=O)c1ccccc1	-11	-1	3%	12%	7	-2%	-4	-7%	0

(next part)
Molecule	D2 potentiator	D1 ag	Vif-APOBEC3F blk	RXFP1 ag	D1 antagonist	Glioma ERSR ind	D1 potentiator	Vif-APOBEC3G blk	LDHA inh
CC(C)C[C@H](NC(=O)NC1CCCc2ccccc21)C(=O)O (some centres not stated)	8	4	0%	0.4%	5	-3%	-1	-3%	-9
Cc1ccc(/C=N/n2cc(-c3ccccc3)[nH]c2=S)s1	.	1	-1%	-2.6%	2	5%	0	-1%	-5
O=C(Nc1ccc(NC(=O)c2ccccc2F)cc1)c1ccccc1F	-7	6	-6%	4.4%	2	-4%	-1	1%	-3
N#C/C(=C\c1cccs1)C(=O)NCc1ccco1	.	2	5%	-1.3%	14	0%	-2	-3%	-5
CCOC(=O)c1ccc(NC(=O)CSc2nncn2-c2cccnc2)cc1	10	6	1%	3.1%	-5	0%	-7	1%	-11
CCc1cc(=O)oc2cc(C)c(CN3CCCC3)c(O)c12	20	3	-2%	0.2%	-1	-2%	-4	5%	-10
COc1cc(/C=C/C2=CC(C)(C)NC(=S)N2)cc(OC)c1OC	18	1	2%	2.6%	6	0%	1	-7%	1
O=C1c2ccccc2-c2c1cccc2C(=O)N1CCCCCC1	3	4	-15%	5.6%	1	-1%	-3	-6%	3
CCc1ccc(C(=O)NNC(=O)[C@H](C)NC(=O)c2ccco2)cc1	.	.	1%	.	.	-3%	.	-7%	-2
CCn1cc(S(=O)(=O)NCCc2ccccc2OC)cn1	-9	3	-1%	2.4%	-3	-4%	-3	-6%	1
COc1ccc(N2CCN(c3ncnc4c3[nH]c3ccccc34)CC2)cc1	-4	5	1%	2.7%	-26	-4%	-6	1%	-1
COC(=O)c1ccc(CO/N=C/c2ccccc2OC)cc1	8	4	1%	-2.5%	0	-3%	0	4%	0
Fc1cccc(CNc2ncnc3ccc(-c4ccc5c(c4)OCO5)cc23)c1	20	-1&1	5%	-2.7%&3.3%	-2&8	-4%	-2&-2	3%	-2
Cc1ccc(C(CC(=O)NCC2(c3ccccc3)CCCC2)c2ccccc2)c(O)c1 (configuration not stated)	-1	2	1%	2.4%	4	-10%	-6	-10%	-7
Cc1ccc(-c2nc(CS(=O)CC(=O)NC3CCCC3)c(C)o2)cc1 (configuration not stated)	.	-1	7%	0.3%	9	-2%	-1	-2%	-2
Clc1ccc(-n2cccc2)cn1	-1	2	1%	0.2%	-3	-3%	-1	1%	-9
O=C(CSc1ccc(Br)cc1)N1CCN(S(=O)(=O)c2ccccc2)CC1	-8	16	-9%	-0.6%	1	-6%	-6	2%	-6
Cc1noc(NS(=O)(=O)c2ccc(NC(=O)CCn3c(=O)oc4ccccc43)cc2)c1C	.	5	0%	-1.0%	-17	-6%	-10	2%	0
Cn1c(SCc2ccc(C(F)(F)F)cc2)nc2c([nH]c3ccccc32)c1=O	6	0	2%	1.2%	-15	-3%	-3	-3%	3
COCC(=O)N(C)C[C@H]1Oc2ncc(C#C[C@H](C)O)cc2C(=O)N([C@@H](C)CO)C[C@H]1C	.	.	-6%	.	.	-7%	.	0%	1

More compounds:
Molecule	D2 potentiator	D1 ag	Vif-APOBEC3F blk	RXFP1 ag	D1 antagonist	Glioma ERSR ind	D1 potentiator	Vif-APOBEC3G blk	LDHA inh
CN(C)S(=O)(=O)c1cc(NC(=O)COC(=O)c2ccc3c(c2)OCO3)ccc1Cl	-3	0	0%	0.6%	13	0%	1	2%	-1
Clc1ccc(N/N=C/c2cccnc2)cc1	2	0	-2%	-0.6%	21	0%	-1	-10%	-10
CC1CCC2C(=O)N(c3ccccc3OC(=O)c3ccccc3)C(=O)C2C1 (configuration not stated)	-3	-1	-2%	1.3%	13	1%	2	1%	3
OC1(c2ccc(F)cc2)CCN(Cc2nnnn2Cc2cccs2)CC1	-7	2	-1%	1.6%	-10	2%	-5	1%	-4
O=C(CCC(=O)Nc1ccc(F)cc1)N/N=C/c1ccc(O)cc1	-7	3	-3%	-2.5%	-5	-2%	-1	0%	-2
O=C(CCCSc1nc2ccccc2[nH]1)Nc1nnc(C2CC2)s1	-7	4	7%	0.7%	-36*	-3%	-11	-12%	-7
Cc1c(C(=O)Nc2nc3ccccc3[nH]2)cccc1[N+](=O)[O-]	-8	1	-2%	1.3%	-12	2%	-6	2%	-10
CCCCN(C(=O)CSCC(=O)Nc1ccc(OC)cc1)c1c(N)n(CC(C)C)c(=O)[nH]c1=O	.	.	-20%	.	.	1%	.	0%	-4
Clc1ccc(Nc2nc(-c3cccnc3)cs2)cc1	-9	0	0%	0.5%	-14	?	0	-4%	-8
Cc1cc(N2C(=O)C(=O)/C(=C(/O)c3ccccc3)C2c2cccc(Br)c2)no1 (configuration not stated)	.	.	1%	.	.	0%	.	-4%	-15
CC(=O)Nc1ccc(C(=O)OCC(=O)/C(C#N)=C(\C)N)cc1	9	6	8%	-0.6%	12	-1%	-1	2%	-5
COc1cc(OC)c(OC)cc1CN1CCN(S(=O)(=O)c2ccc(F)cc2)CC1	-3	1	-7%	0.1%	-4	-1%	1	-7%	-21
O=C(O)CCC(=O)Nc1ccc(Br)cc1C(=O)c1ccccc1Cl	12	1	-1%	1.0%	17	?	-6	-6%	-8
CC(C)(C)C1CCC(C(=O)Nc2nccs2)CC1 (configuration not stated)	-3	2	2%	3.0%	1	1%	-3	2%	-4
CCOC(=O)C(C)Sc1nc2ccccc2c(=O)n1CC1CCCCC1 (configuration not stated)	-8	2	-14%	-0.8%	-2	-4%	4	-6%	-2
O=C(CN1C(=O)NC2(CCOc3ccccc32)C1=O)NCc1ccccc1 (configuration not stated)	.	.	-11%	.	.	-1%	.	-1%	-3
O=C(CN1CCN(c2ccc(F)cc2)CC1)Nc1ccc(S(=O)(=O)N2CCOCC2)cc1	0	10	1%	1.7%	18	-7%	-2	1%	2
Cc1n[nH]c(=S)n(NC(=O)CC(=O)Nn2c(=S)[nH]nc(C)c2=O)c1=O	.	3	-24%	-1.2%	4	-3%	-4	-3%	11

Not all compounds are listed; count on the stated rates, not on these rows.
